# BRCT inh red: disrupts BRCA1 BRCT binding to phosphoprotein, red fluorophore readout; P38398; BRCT-phosphopeptide binding, red fluorescence polarization; Potency, µM (doses to about 76.9 µM), without a hit: top-dose activity change, negative = inhibition, most hits filed as inhibitors; 0.03% of 75,000 active; AID 892; note: % is set by controls: 0 for no effect and ±100 for the full control effect
# Target sequence (P38398 whole entry, looked up): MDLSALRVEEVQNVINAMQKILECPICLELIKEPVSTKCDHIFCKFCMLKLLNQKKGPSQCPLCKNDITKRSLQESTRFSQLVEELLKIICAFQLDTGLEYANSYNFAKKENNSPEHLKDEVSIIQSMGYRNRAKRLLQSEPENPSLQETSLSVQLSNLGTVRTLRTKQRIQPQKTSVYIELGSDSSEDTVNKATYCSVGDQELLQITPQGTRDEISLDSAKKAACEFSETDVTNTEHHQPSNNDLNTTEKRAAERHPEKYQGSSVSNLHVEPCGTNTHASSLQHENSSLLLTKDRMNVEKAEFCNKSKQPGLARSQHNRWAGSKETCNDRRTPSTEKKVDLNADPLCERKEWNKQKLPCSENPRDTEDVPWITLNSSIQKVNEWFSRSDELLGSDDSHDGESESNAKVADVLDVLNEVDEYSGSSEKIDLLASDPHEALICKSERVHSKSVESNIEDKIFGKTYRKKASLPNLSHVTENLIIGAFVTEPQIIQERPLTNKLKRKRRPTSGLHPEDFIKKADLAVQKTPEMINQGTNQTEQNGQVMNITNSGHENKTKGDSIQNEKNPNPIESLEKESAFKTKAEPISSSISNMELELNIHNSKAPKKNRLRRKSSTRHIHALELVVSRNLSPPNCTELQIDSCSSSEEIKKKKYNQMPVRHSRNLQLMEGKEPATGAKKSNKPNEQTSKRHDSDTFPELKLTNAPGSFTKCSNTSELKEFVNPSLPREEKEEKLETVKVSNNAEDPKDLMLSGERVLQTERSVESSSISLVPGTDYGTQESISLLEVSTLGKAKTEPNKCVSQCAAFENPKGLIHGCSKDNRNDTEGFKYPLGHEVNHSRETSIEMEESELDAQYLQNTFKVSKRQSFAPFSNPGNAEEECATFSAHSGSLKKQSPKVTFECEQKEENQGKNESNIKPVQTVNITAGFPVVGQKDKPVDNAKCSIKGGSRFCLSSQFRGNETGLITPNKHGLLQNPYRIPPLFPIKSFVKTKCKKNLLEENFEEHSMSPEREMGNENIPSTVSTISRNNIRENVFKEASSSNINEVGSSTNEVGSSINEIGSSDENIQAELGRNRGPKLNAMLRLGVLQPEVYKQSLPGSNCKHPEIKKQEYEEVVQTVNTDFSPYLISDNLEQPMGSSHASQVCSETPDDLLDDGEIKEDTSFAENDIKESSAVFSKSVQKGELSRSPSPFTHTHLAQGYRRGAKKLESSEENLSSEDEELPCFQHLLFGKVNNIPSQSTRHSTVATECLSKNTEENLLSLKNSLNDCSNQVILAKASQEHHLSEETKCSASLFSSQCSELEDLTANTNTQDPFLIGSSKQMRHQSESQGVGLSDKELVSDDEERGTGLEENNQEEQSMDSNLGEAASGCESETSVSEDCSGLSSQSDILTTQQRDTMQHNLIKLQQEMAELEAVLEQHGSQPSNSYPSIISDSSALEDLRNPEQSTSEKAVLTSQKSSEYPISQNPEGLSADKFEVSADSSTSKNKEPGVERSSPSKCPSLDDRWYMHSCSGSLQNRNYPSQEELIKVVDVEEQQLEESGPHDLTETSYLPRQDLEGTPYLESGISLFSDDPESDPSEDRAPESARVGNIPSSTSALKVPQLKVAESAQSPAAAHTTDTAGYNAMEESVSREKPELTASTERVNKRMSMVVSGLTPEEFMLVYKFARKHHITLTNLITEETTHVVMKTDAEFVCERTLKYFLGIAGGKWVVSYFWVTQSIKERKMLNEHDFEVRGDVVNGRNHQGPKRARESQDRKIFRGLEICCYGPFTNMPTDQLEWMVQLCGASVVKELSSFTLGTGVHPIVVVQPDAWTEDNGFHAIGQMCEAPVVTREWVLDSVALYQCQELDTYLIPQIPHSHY
#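 Fluorescence polarization: 100 nM His-tagged BRCA1 BRCT with 100 nM TAMRA-labelled phospho-BACH1 decapeptide, phosphate buffer pH 7.3 with 150 mM NaCl, DTT, 0.01% Tween 20; 12 min RT. Binding inhibition seen as FP decrease.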
# HEK293 cAMP ctrl: parental HEK293 cAMP activation (counter-screen); parental HEK293 CNG cAMP sensor, membrane potential fluorescence; Potency, µM (titrated, usually from 57.1 µM), for the others: at the top dose activation, most hits filed as activators; 2.5% of 73,000 active; AID 938; note: potency is the fitted concentration of half-maximal effect; % of control where 0% means no effect; nearly all actives have a fitted effect of over 55% in size
#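 Counterscreen for endogenous-receptor signalling: CNG-channel HEK 293 cells report cAMP rise by membrane depolarization. After 60 min dye equilibration with 100 uM RO 20-1724, compounds incubated 30 min before bottom-read fluorescence at 590 nm.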
# A350 fluor: A350 region autofluorescence | Compound autofluorescence, 340/450 nm, Alexa 350 dye-equivalents; stronger effect = higher value | max dye-equivalent concentration, M | 11% of 59,000 active; in the data active = max dye-equivalent concentration above about 10 nM; inconclusive = mostly about 1.1 nM to 9.6 nM
# Rhodamine autofl: compound fluoresces in the rhodamine spectral region. Rhodamine-region fluorescence, 547/598 nm, Tris buffer; stronger effect = higher value. max dye-equivalent concentration, M. 0.05% of 59,000 active; in the data active = max dye-equivalent concentration above about 11 nM; inconclusive = between about 1.1 nM and that limit
#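 Read-out is relative fluorescence at 547 nm excitation and 598 nm emission, expressed as dye-equivalent concentration using rhodamine standards on every plate. Each compound was profiled across a concentration series after 15 min in 100 mM Tris, pH 8.0.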
# BRCT PPI green: inhibitors of human BRCA1 BRCT-phosphoprotein interaction (green fluorophore) | BRCA1 BRCT-phosphopeptide binding, green fluorescence polarization | AID 875 | 0.05% of 75,000 active | P38398 | Potency, µM (top dose mostly 76.9 µM), inactives show at the highest dose activity change, negative = inhibition, most hits filed as inhibitors;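 note: potency is the fitted concentration of half-maximal effect; plate controls were peptide without protein for full effect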
#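 Compounds were incubated for 12 min at room temperature with a complex of 100 nM fluorescein-tagged pBACH1 decapeptide and 250 nM His-tagged BRCT protein. Buffer was phosphate pH 7.3 with EDTA, DTT and Tween 20. Disruption of binding lowers the polarization signal.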
# Casp1 inh: allosteric or competitive inhibitors of human caspase-1. P29466. Caspase-1 enzyme, Ac-WEHD-AFC fluorogenic rate. Potency, µM (top dose mostly 57.5 µM), for inactives: at the top dose activity change, negative = inhibition, usual class: inhibitors. 0.03% of 75,000 active. AID 900;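 note: potency is the fitted concentration of half-maximal effect; plate controls were vehicle for no effect and no substrate for full effect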
# Casp7 inh: allosteric or competitive inhibitors of human caspase-7 | P55210 | 0.02% of 75,000 active | recombinant caspase-7, Ac-DEVD-AFC fluorescence rate | AID 889 | Potency, µM (highest dose often 57.5 µM), for the others: top-dose activity change, negative = inhibition, hits mostly inhibitors; active = well fitted inhibition curve with a large enough effect in the main read-out, with a control signal flat, not every such curve was filed as active; inconclusive = small, poorly fitted or top-dose-only effect, or a change in a side signal; note: potency is the fitted concentration of half-maximal effect; % of control where 0% means no effect
# Fluorescein autfl: compound autofluorescence in fluorescein spectral region | max fluorescein-equivalent concentration, M | Compound autofluorescence, 480/540 nm, fluorescein-equivalent; stronger effect = higher value | 0.91% of 59,000 active; in the data active = max fluorescein-equivalent concentration above about 10 nM; inconclusive = between about 1.1 nM and that limit
#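 In this qHTS profile, compound fluorescence was measured with a 480 nm/540 nm filter pair following a 15-min room-temperature incubation in 100 mM Tris (pH 8.0). A six-point fluorescein series on each plate served for normalization.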
# TexasRed autofl: compound fluoresces in the Texas Red spectral region; 0.06% of 59,000 active; max dye-equivalent concentration, M; AID 587; Compound fluorescence, Texas Red channel, 547/618 nm; stronger effect = higher value; in the data active = max dye-equivalent concentration above about 10 nM; inconclusive = between about 1.1 nM and that limit
#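 Compound fluorescence was read after 15 min at room temperature in 100 mM Tris, pH 8.0, using 547 nm excitation and 618 nm emission across a concentration series. It was expressed as Texas Red dye-equivalent concentration from an on-plate standard curve.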
# 4MU fluor: compounds fluorescent in 4-MU spectral region. max dye-equivalent concentration, M. compound autofluorescence, 340/450 nm, 4-MU equivalents; stronger effect = higher value. 11% of 59,000 active; in the data active = max dye-equivalent concentration above about 10 nM; inconclusive = mostly about 1.1 nM to 9.6 nM
#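 Intrinsic fluorescence at 340/450 nm (ex/em) was read after 15 min at room temperature in pH 8.0, 100 mM Tris. Each compound concentration expressed as 4-MU-equivalent concentration from a six-point 4-MU standard series on each plate.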
# USP2a inhib: blocks human ubiquitin-specific protease USP2a; O75604; USP2a enzymatic assay, qHTS inhibition; AID 927; Potency, µM (top dose mostly 38.3 µM), for the others: top-dose activity change, negative = inhibition, hits mostly inhibitors; 0.1% of 60,000 active;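 note: potency is the fitted concentration of half-maximal effect; nearly all actives have a fitted effect of over 60% in size; plate controls were DMSO for no effect and NEM full inhibition control for full effect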
#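 20 nM USP2 core + cpd, 30 min RT; add 20 nM Ub-PLA2/20 uM NBD C6-HPC; read Ex460/Em535 at 0 h and 2.5 h. Normalized to NEM; qHTS curve fit/classification.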
# The depositor's hits bear a star; i = inactive; ? = inconclusive; / = not tested or not shown; [ ] = another dose, or the depositor's remark. Unless noted, calls come from the whole dose curve; as a rule, active = well fitted curve in the direction sought with a large enough effect; inconclusive = small, poorly fitted or top-dose-only effect, or another doubt; inactive = no such curve, though single readings can be large; an effect the other way counts as inactive or inconclusive. This is a subset; count on the stated rates, not on these rows.
# Below each compound: BRCT inh red	HEK293 cAMP ctrl	A350 fluor	Rhodamine autofl	BRCT PPI green	Casp1 inh	Casp7 inh	Fluorescein autfl	TexasRed autofl	4MU fluor	USP2a inhib
Cc1cc(C)nc(/N=C2\NC(=O)CC3C(=O)NCCN23)n1 (stereo unspecified)
 : 1.0%	-8%	i	i	-1.9%	1%	2%	i	i	i	/
O=C(O)c1ccccc1C(=O)NCC(O)COCC1CC=CCC1 (stereo unspecified)
 : -0.9%	1%[11.4 µM]	/	/	-1.5%	1%	2%	/	/	/	12%[7.66 µM]
Cn1c(=O)[nH]c(=O)c2c1nc(N(CCO)Cc1ccccc1)n2Cc1ccccc1Cl
 : /	/	i	i	/	/	/	?	i	i	/
Cc1ccc(S(=O)(=O)NCc2cn3c(C)csc3n2)cc1
 : -2.6%	16%	i	i	0.7%	0%	3%	i	i	i	2%
COC(=O)c1cc(=O)n2c(-c3ccc(OC)cc3)csc2n1
 : /	/	i	i	/	/	/	i	i	i	/
CCOC(=O)c1[nH]c(=O)[nH]c1CSCCO
 : 0.8%	1%[11.4 µM]	/	/	-1.6%	-2%	0%	/	/	/	-4%[7.66 µM]
COc1ccc(NC(=O)CSc2nnc(-c3ccc(C)cc3)n2N)cc1
 : 0.7%	-16%	i	i	-0.9%	0%	2%	i	i	i	4%
C=CCNc1ncnc2ccccc12
 : -1.3%	5%	?	i	-1.6%	0%	-2%	i	?	?	-2%
O=C(O)c1cccc(COc2ccccc2Cl)c1
 : -0.6%	11%	i	i	-1.4%	-10%	-4%	i	i	i	-3%
CCC(C)NC(=O)C1(C)CCC(=O)N1CCc1ccc(OC)c(OC)c1 (stereo unspecified)
 : 0.5%	5%	i	i	0.4%	-1%	3%	i	i	i	-3%
CCn1c(COc2ccc(OC)cc2)nnc1SCC(=O)Nc1cc(OC)ccc1OC
 : -2.4%	24%	i	i	-1.1%	-1%	2%	i	i	i	1%
CCCCNC(=O)CC1N=C2c3ccccc3N=C(SCC(=O)Nc3ccccc3OC)N2C1=O (stereo unspecified)
 : -2.5%	3%	?	i	0.8%	3%	-1%	i	i	?	11%
Cc1cc(-c2ccco2)n(CC(=O)O)n1
 : 1.1%	8%	1e-08M*	i	-0.4%	-2%	1%	?	i	?	4%
O=c1[nH]c(CN2CCCCC2)nc2c1C1(CCCC1)Cc1ccccc1-2
 : /	/	?	i	/	/	/	?	i	?	/
O=C(CSCCO)N1CCc2ccccc21
 : -0.1%	5%	i	i	-1.0%	0%	-2%	i	?	i	9%
COc1cccc(C(=O)CSc2nnc(CNS(C)(=O)=O)n2-c2ccc(C)cc2)c1
 : -1.5%	0%	i	i	0.0%	1%	-2%	?	i	i	52%[activator]
N#CC1=C(N)SC(N)=C(C#N)C1CCc1ccccc1
 : 0.8%	?	?	i	80%[activator]	-15%	-10%	1.2e-08M*	i	?	8%
CC(=O)Nc1ccc(C(=O)Nc2ccc(S(=O)(=O)N3CCCC3)cc2)cc1
 : -1.3%	-12%	/	/	-1.4%	-1%	-1%	/	/	/	15%
CC1CCCN(C(c2ccccc2)c2sc3ncnn3c2O)C1 (stereo unspecified)
 : -2.0%	5%	/	/	-1.7%	-2%	1%	/	/	/	/
O=C(NC1CCCCCC1)c1cccs1
 : -0.7%	21%[11.4 µM]	/	/	-2.4%	-1%	1%	/	/	/	2%[7.66 µM]
COCCN(C(=O)CCC(=O)Nc1ccccn1)C(C(=O)NCCC(C)C)c1ccc(OC)cc1 (stereo unspecified)
 : 1.6%	3%	i	i	-1.7%	0%	2%	i	i	i	8%
COc1ccc(-n2c(Cc3cccn3C)nnc2SCC(=O)Nc2cccc(OC)c2)cc1
 : -0.1%	11%	/	/	-1.0%	-3%	-5%	/	/	/	/
OC(C#CCN1CCCC1)c1ccccc1 (stereo unspecified)
 : -0.5%	12%	/	/	-2.8%	0%	-1%	/	/	/	4%
O=C(c1cccs1)N1CCCc2ccccc21
 : -0.4%	16%	3.1e-08M*	i	0.6%	-8%	-10%	i	i	2.7e-08M*	-2%
O=C(O)CCC(=O)Nc1ccc(-c2nnc(-c3ccco3)o2)cc1
 : -2.0%	5%	/	/	-0.7%	1%	1%	/	/	/	/
COc1ccc(Nc2nc(C)cc(C)c2C(N)=O)c(OC)c1
 : 0.3%	-7%	i	i	-1.2%	-2%	-5%	?	i	i	0%
Cc1ccc(S(=O)(=O)N(C)c2ccc(NS(C)(=O)=O)cc2)cc1
 : 0.8%	7%	i	i	0.6%	2%	-1%	i	i	i	11%
CC1CN(C2CCCCC2)c2nc3c(c(=O)[nH]c(=O)n3C)n2C1 (stereo unspecified)
 : -0.7%	-7%	?	i	-3.6%	-2%	-2%	?	i	i	4%
O=C(NCC(=O)N1CCC(N2CCCCC2)CC1)C1CCCCC1
 : 0.4%	1%	i	i	-1.6%	0%	0%	?	i	i	-1%
COc1ccc(C(=O)OCC(=O)NCc2ccco2)cc1OC
 : -0.4%	-8%	i	i	-1.5%	2%	-10%	i	i	i	19%

# Next section; it opens with the 3 that closed the last part.
# Below each compound: BRCT inh red	HEK293 cAMP ctrl	A350 fluor	Rhodamine autofl	BRCT PPI green	Casp1 inh	Casp7 inh	Fluorescein autfl	TexasRed autofl	4MU fluor	USP2a inhib
CC1CN(C2CCCCC2)c2nc3c(c(=O)[nH]c(=O)n3C)n2C1 (stereo unspecified)
 : -0.7%	-7%	?	i	-3.6%	-2%	-2%	?	i	i	4%
O=C(NCC(=O)N1CCC(N2CCCCC2)CC1)C1CCCCC1
 : 0.4%	1%	i	i	-1.6%	0%	0%	?	i	i	-1%
COc1ccc(C(=O)OCC(=O)NCc2ccco2)cc1OC
 : -0.4%	-8%	i	i	-1.5%	2%	-10%	i	i	i	19%
COc1ccccc1NC(=O)Cn1nnc(C(=O)Nc2ccccc2)c1N
 : 0.7%	7%	i	i	-1.6%	0%	-4%	i	i	i	2%
OCc1cn(-c2ccccc2)nc1-c1cccnc1
 : 0.2%	-19%	/	/	-1.8%	-2%	1%	/	/	/	/
CCC(=O)N1CCc2cc(OC)c(OC)cc2C1COc1ccc(C(=O)OC)cc1 (stereo unspecified)
 : 0.0%	?	i	i	1.5%	-7%	-2%	i	?	i	10%
O=C(O)c1ccc2oc(SCC(=O)N3CCCCC3)nc2c1
 : 0.3%	20%	i	i	-0.6%	3%	-1%	i	i	i	-5%
CCN(CC(=O)NC1CCS(=O)(=O)C1)C(=O)C(c1ccccc1)c1ccccc1 (stereo unspecified)
 : 0.9%	6%	i	i	0.0%	-1%	0%	i	i	i	6%
O=C(Nc1cccc(F)c1)N1CCCC2(CCN(S(=O)(=O)c3ccccc3)CC2)C1
 : 0.6%	?	i	i	-2.1%	-3%	0%	i	i	i	158%[activator]
O=C(NCc1ccco1)c1cc2ccccc2c(=O)o1
 : -5.4%	0%	?	i	-3.9%	0%	-3%	?	i	?	23%
O=C(Nc1ccc(Oc2ccc(S(=O)(=O)N3CCOCC3)cn2)cc1)c1ccco1
 : -0.7%	4%	i	i	-3.0%	-1%	0%	i	i	i	1%
CCCn1c(=O)c2ccccc2n2c(SCC(=O)c3cc(C)n(CCOC)c3C)nnc12
 : -1.0%	?	i	i	-0.4%	1%	0%	i	i	i	1%
CC(C)n1ncc(C(N)=O)c1N
 : -0.1%	-1%	i	i	-2.1%	1%	0%	i	i	i	0%
CN(C)c1nc2c(c(=O)n(C)c(=O)n2C)n1CC(=O)c1cccs1
 : -0.4%	2%	i	i	-2.2%	2%	-1%	i	i	i	3%
OCCn1c(CSc2nnc(-c3ccco3)n2-c2ccccc2)nc2ccc(Cl)cc21
 : 0.9%	26%	i	i	2.8%	-2%	-14%	?	i	i	29%
C(=N\c1c(-c2ccccc2)nc2n1CCS2)/c1ccccc1
 : -0.5%	-5%	/	/	-2.7%	-3%	-4%	/	/	/	/
Cc1cc(NC(=O)CSc2nc(-c3ccccc3)c(C#N)c(=O)[nH]2)no1
 : -0.9%	11%	i	i	1.5%	-2%	-1%	i	?	i	-5%
Cc1nnc(NC(=O)CSc2nnnn2Cc2ccccc2)s1
 : -0.1%	-3%	i	i	-0.8%	0%	0%	?	?	i	6%
COc1ccc(N2C(=O)CN=C2Nc2cccc(C)c2C)cc1OC
 : 1.6%	-6%	i	i	-2.4%	1%	-10%	i	i	i	5%
C/C=C/Cn1c(SCc2ccc(C)cc2)nc2c1c(=O)[nH]c(=O)n2C
 : -0.3%	?	i	i	-2.2%	-3%	3%	i	i	i	-22%
CCn1c(CSc2nnc(-c3ccoc3C)n2C)nc2cc(S(=O)(=O)N(C)C)ccc21
 : -0.9%	?	i	i	2.0%	-1%	-1%	?	?	i	8%
COc1ccccc1-c1nnc(SCc2nc3ccccc3[nH]2)n1C
 : -0.4%	14%	i	i	-1.0%	4%	0%	i	i	i	-5%
Cc1ccccc1N1CCN(C(=O)CN2C(=O)c3ccccc3C2=O)CC1
 : 1.1%	18%	/	/	-1.0%	-4%	-10%	/	/	/	10%

# High-throughput results deposited in PubChem BioAssay by National Center for Advancing Translational Sciences (NCATS).
